Screens: PubChem, National Center for Advancing Translational Sciences (NCATS)
GLP1R ag – agonists of human GLP-1 receptor; P43220; HEK293 GLP-1R CRE-luciferase, luminescence, 4-6 h; cells express a hypersensitive GLP-1R form; Potency, µM (series often up to 45.6 µM), inactives show top-dose activation, hits mostly activators; actives 0.007% (n = 380,000); further: potency means the concentration at half of the fitted maximal effect; % of control where 0% means no effect
Target sequence (P43220 whole entry, looked up): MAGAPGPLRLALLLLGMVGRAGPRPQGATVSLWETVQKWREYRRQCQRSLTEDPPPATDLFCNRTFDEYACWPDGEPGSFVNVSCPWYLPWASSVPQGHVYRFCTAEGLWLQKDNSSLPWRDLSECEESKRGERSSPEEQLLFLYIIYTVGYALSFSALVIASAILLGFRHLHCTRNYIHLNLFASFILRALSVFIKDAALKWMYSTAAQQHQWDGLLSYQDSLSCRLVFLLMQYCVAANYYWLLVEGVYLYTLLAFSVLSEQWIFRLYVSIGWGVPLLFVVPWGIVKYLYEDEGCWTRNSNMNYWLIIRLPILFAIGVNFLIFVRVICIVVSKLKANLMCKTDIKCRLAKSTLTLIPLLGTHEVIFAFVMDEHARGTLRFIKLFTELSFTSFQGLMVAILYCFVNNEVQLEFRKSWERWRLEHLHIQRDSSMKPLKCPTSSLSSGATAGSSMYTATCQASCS
DRD3 antagonist – antagonists of human D3 dopamine receptor. P35462. D3R cells, DiscoveRx beta-arrestin luminescence, antagonist mode; hits give low values. max response, negative = inhibition, %. actives 2.5% (n = 360,000); in the data active means max response below about -50%; inconclusive means no clear call, values can overlap the other calls; further: on the % scale 0 is the no-effect control and ±100 the full control effect; mostly tested at two doses, the higher about 12 µM
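Cells plated overnight at 1500 cells/well, then exposed to library compounds with dopamine controls for 90 minutes at 37 degrees C. DiscoveRx reagent added for 30–60 minutes at room temperature; luminescence read, quantitative HTS format.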
HEK293 tox – cytotoxicity counter-screen for GLP-1 receptor inverse agonists; HEK293 cAMP-luciferase reporter cells, luminescence, 24 h; Potency, µM (titrated, usually from 38.3 µM), for inactives: at the top dose activity change, negative = inhibition, most hits filed as inhibitors; actives 0.13% (n = 410,000); AID 624418;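 further: loss of luciferase light is scored as toxicity; potency means the concentration at half of the fitted maximal effect; on the % scale 0 is the no-effect control and ±100 the full control effect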
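Step one: seed cells (200 cells/uL, DMEM with 10% Nu serum, 1% pen-strep). Step two: 12-hour incubation at 37 deg C. Step three: pin 23 nL compound, incubate 24 hr. Step four: add luciferase reagent, read luminescence 12 min later.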
TDP-43 yeast inh – TDP-43 toxicity inhibition in yeast. TDP-43 expressing yeast growth rescue, BacTiter-Glo, 24 h. Potency, µM (top dose mostly 46.1 µM), inactives show top-dose growth rescue (activation), most hits filed as activators. actives 1.8% (n = 410,000); further: potency means the concentration at half of the fitted maximal effect; % of control where 0% means no effect; nearly all actives have a fitted effect of over 50% in size
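Yeast cells expressing TDP-43 under galactose induction are exposed to compounds for 24 hr at 30 deg C. BacTiter-Glo luminescence measures growth, so protective compounds score as activators.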
KB-V1 cytotox – KB-V1 MDR subline cytotoxicity; KB-V1 MDR cells viability, CellTiter-Glo, 72 h; Potency, µM (titrated, usually from 46.1 µM), for the others: at the top dose activity change, negative = cytotoxicity, usual class: cytotoxic; actives 3.4% (n = 400,000); further: potency means the concentration at half of the fitted maximal effect; on the % scale 0 is the no-effect control and ±100 the full control effect; nearly all actives have a fitted effect of over 60% in size
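Following 72 h at 37 degrees C with compound, KB-V1 cell viability was read by CellTiter-Glo luminescence, medium being phenol-red-free DMEM plus 10% FBS; concentration-response parameters came from normalized, curve-fitted qHTS data.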
D3 ag – activates the human D3 dopamine receptor. actives 0.58% (n = 410,000). P35462. D3R DiscoveRx beta-arrestin cells, luminescence, 90 min. max activation, %; in the data active means max activation above about 30%; further: 0% is about no effect; mostly tested at two doses, the higher about 12 µM
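Agonist mode: compounds and dopamine controls were applied to plated cells for 90 min at 37 degrees C after an overnight attachment at 1500 cells/well. Luminescent read-out followed 30 - 60 minutes at room temperature with DiscoveRx detection reagent.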
GLP1R inv ag – acts as inverse agonist at human GLP-1 receptor | P43220 | HEK293 GLP-1R CRE-luciferase, luminescence, 24 h; GLP-1R form is constitutively active | Potency, µM (highest dose often 38.3 µM), for inactives: top-dose activity change, negative = inhibition, hits mostly inhibitors | actives 1.6% (n = 410,000); further: potency means the concentration at half of the fitted maximal effect; on the % scale 0 is the no-effect control and ±100 the full control effect; nearly all actives have a fitted effect of over 55% in size
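qHTS in 1536-well format: reporter HEK293 cells expressing constitutive GLP-1R activity in DMEM + 10% Nu serum, 24 hr with compounds at 37 deg C, luminescence read after 12 min with detection reagent.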
PTHR1 agonist – agonists of human PTHR1 parathyroid hormone receptor | HEK293 GP2 PTHR1 cells, GloSensor cAMP luminescence, 1 h | AID 743266 | Potency, µM (doses to about 115 µM), for inactives: top-dose activation, actives largely listed as activators | actives 0.075% (n = 410,000) | Q03431; further: potency means the concentration at half of the fitted maximal effect; nearly all actives have a fitted effect of over 55% in size; some results filed as inactive show a strong effect at the top dose; inactives centre near -15; many of its hits are not listed in these tables
Target sequence (Q03431 whole entry, looked up): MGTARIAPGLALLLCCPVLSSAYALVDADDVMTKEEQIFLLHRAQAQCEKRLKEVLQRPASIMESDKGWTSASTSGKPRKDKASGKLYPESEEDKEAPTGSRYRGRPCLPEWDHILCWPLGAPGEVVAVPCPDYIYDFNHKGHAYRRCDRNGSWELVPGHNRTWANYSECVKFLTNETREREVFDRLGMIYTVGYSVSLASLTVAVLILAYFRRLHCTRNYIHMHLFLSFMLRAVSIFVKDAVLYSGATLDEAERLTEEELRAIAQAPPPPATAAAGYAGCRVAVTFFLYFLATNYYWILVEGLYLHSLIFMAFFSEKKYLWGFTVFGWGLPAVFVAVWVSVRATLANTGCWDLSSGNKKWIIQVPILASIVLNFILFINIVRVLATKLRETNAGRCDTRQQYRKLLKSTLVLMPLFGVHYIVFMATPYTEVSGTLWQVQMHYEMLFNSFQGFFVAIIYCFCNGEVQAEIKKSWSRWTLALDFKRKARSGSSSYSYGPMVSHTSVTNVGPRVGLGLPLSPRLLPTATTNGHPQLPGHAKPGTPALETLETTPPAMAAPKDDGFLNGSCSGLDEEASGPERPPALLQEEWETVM
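HEK-293-derived GP2 cells expressing PTHR1 and a GloSensor cAMP reporter, 3,000/well, plated overnight, given luciferin plus IBMX (each 0.5 mM as added) for 1 h at 37 °C, then compound for 1 h at 37 °C. Luminescence was read after 15 min at room temperature.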
aSyn rescue – alpha-synuclein toxicity inhibition in yeast | Potency, µM (titrated, usually from 46.1 µM), for inactives: at the highest dose growth rescue (activation), most hits filed as activators | actives 0.14% (n = 370,000) | Yeast expressing alpha-synuclein, growth rescue, BacTiter-Glo, 24 h; further: potency means the concentration at half of the fitted maximal effect; % of control where 0% means no effect; nearly all actives have a fitted effect of over 65% in size
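Rescue of yeast growth: cells expressing toxic alpha-synuclein, induced in galactose at OD600 0.02, incubated with compound 24 h at 30 C. ATP luminescence quantified growth; inhibitors of toxicity appear as activators.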
Active calls of the source: *; i = inactive; ? = inconclusive; / = not tested or not shown; & = joins results of further samples; [ ] = dose if it differs, or a comment. Unless noted, the call rests on the fitted dose curve; in most records, active means well fitted curve in the direction sought with a large enough effect; inconclusive means small, poorly fitted or top-dose-only effect, or another doubt; inactive means no such curve, though single readings can be large; an effect the other way counts as inactive or inconclusive. An excerpt (hit frequency here may not be typical).

SMILES	GLP1R ag	DRD3 antagonist	HEK293 tox	TDP-43 yeast inh	KB-V1 cytotox	D3 ag	GLP1R inv ag	PTHR1 agonist	aSyn rescue
O=C(c1ccc(Cl)cc1)C(CN1CCCCC1)c1ccccc1 (stereo not given)	-3%	-73*	-17%	14%	21µM*	-26	?	-20%	-57%[inhibitor]
COc1c(C)cccc1C(=O)NC(=S)Nc1cccc2nsnc12	0%	5	-3%	-2%[0.397 µM]	0%	-4	23%	-27%	1%
CCOC(=O)N1CCN(C(=O)CSCc2ccccc2)CC1	-4%	7	-14%	1%	-7%	7	8%	i	2%
O=c1[nH][nH]c(=O)c2nc(Nc3ccccc3)ncc12	3%	-17	-3%	-5%	21%	18	5%	-12%	10%
COc1ccc(C(=O)Oc2c(Sc3ccccc3)c(C)nn2-c2ccccc2)cc1OC	/	/	-21%	17%	5%	4	?	-27%	/
CCn1cc(C(=O)NCCC(C)C)c(=O)c2cc(S(=O)(=O)N3CCCCC3)ccc21	-1%	-12	7%	9%	-9%	15	35%[activator]	-54%[inhibitor]	-5%
CC(C)(C)OC(=O)N1CCC[C@H]1C(=O)N/N=C/c1cccc2cccnc12	6%	2	-7%	3%	?	21	2%	i	3%
COn1c(=O)c(=O)n(O)c2ccccc21	2%	-8	-6%	-6%	13%	-11	16%	6%[57.5 µM]	-5%
Cc1ccc(F)cc1NC(=O)CN1C(=O)NC(C)(c2ccc3c(c2)OCCO3)C1=O (stereo not given)	7%	2	-2%	11%	11%	7	9%	-32%[inhibitor]	1%
COc1cccc(NC(=O)c2ccc3nc(C)c(N(C)Cc4ccc(NC(C)=O)cc4)n3c2)c1	18%	10	-4%	20%	8%	1	-4%	i	-1%
CC(C)(C)c1ccc(OCCCC(=O)NNC(=O)c2ccccc2O)cc1	3%	-11	-28%	-17%	-22%	11	13µM*	i	1%
CCOCc1cnc(C)nc1NCC(=O)c1c(C)[nH]c2ccccc12	-7%	-26	-5%	-10%	3%	-5	-14%	0%[57.5 µM]	1%
O=C(CSc1ccc(-c2ccco2)nn1)c1cccc([N+](=O)[O-])c1	-1%	15	2%[1.53 µM]	0%	-2%	6	7%	-11%	-1%
CCOC(=O)c1ccc(NC(=O)CSc2nnc(COc3ccccc3OC)n2CC)cc1	-3%	-15	-13%	9%	2%	6	-4%	-22%[57.5 µM]	-10%
Cc1ccccc1NC(=O)c1cn2c(nc3ccccc32)c(C#N)c1C	0%	0	-18%	-2%	3%	3	24%	-18%	4%
NC(=O)C1(N2CCCCC2)CCN(C(=S)Nc2ccc(F)c(Cl)c2)CC1	-1%	2	1%	15%	?	-2	-14%	-23%	2%
Cc1ccc2nc(NC(=O)C3CSC4(C)CCC(=O)N34)sc2c1 (stereo not given)	0%	-7	16%	?	-1%	0	?	-5%	16%
COC(=O)C1C(=O)NCC1c1ccc(OC)cc1 (stereo not given)	-10%	-10	-10%	-17%	-1%	9	0%	i	-3%
Cc1ccc(S(=O)(=O)C(CNC(=O)COc2ccc(Cl)cc2)c2ccco2)cc1 (stereo not given)	/	/	-15%	26%	-18%	-13	-18%	-57%[inhibitor]	/
CCOC(=O)c1cn2nc(SCc3ccccc3)nc2nc1C	6%	19	-6%	16µM*	0%	3	-6%	-42%[inhibitor]	1%
O=C(NCc1ccccc1)/C(=C/c1cccc([N+](=O)[O-])c1)NC(=O)c1ccco1	0%	-19	5%	16%	?	0	17%	-16%	-3%
C[C@@H]1CCCCO[C@H](CN(C)Cc2ccc(Cl)c(Cl)c2)[C@@H](C)CN([C@H](C)CO)C(=O)c2cc(N(C)C)ccc2O1	10%	-8	-18%	23%	-21%	3	?	-24%	14%
CC12CCC(c3nnc(SCc4ccc(Cl)cc4)nc31)C2(C)C (stereo not given)	-1%	21	3%	9%	?	-7	?	-9%[57.5 µM]	2%
CC(C)(C)c1ccc(C(=O)N2CCC(=O)N([C@H](COCc3ccccc3)Cc3ccccc3)CC2)cc1	-4%	43	?	21%	-38%	6	10µM*	i	?
Cc1ccc(S(=O)(=O)NC2=NCN(CCOC(=O)c3ccccc3)CN2)cc1	-1%	-23	0%	-12%	11%	-7	6%	-9%	4%
Cc1cccc(C(C)C)c1NC(=O)C(C)OC(=O)Cn1cnc2c1c(=O)n(C)c(=O)n2C (stereo not given)	-8%	-1	9%	17%	6%	0	8%	i	1%
COc1ncnc2c1ncn2CCCN1CCN(Cc2cccc3ccccc23)CC1	-8%	?	-11%	9%	?	-18	?	i	1%
Cc1cc(C)n2nc(SCC(=O)N(CC(C)C)c3c(N)n(CC(C)C)c(=O)[nH]c3=O)nc2n1	2%	8	-3%	8%[9.22 µM]	3%	-1	24%	-13%	1%
COc1ccc(CC(=O)OCC(=O)c2c(N)n(C)c(=O)n(C)c2=O)cc1OC	0%	-8	-25%	21%	13%	1	22%	i	1%
CCCCN(C(=O)/C=C/c1ccco1)c1c(N)n(CCC)c(=O)[nH]c1=O	1%	-6	-4%	-4%	8%	6	22%	i	0%
O=C(O)c1ccc(Cl)c(S(=O)(=O)NC(Cc2ccccc2)C(=O)O)c1 (stereo not given)	-6%	-8	-4%	/	0%	-20	-2%	4%	1%
Cc1cccc(OCC(=O)Nc2nnc(S(=O)(=O)N3CCCCC3)s2)c1	-6%	-4	8%	5%	-14%	1	-10%	i	1%
Cn1c(Oc2ccncc2)nc2cc(-c3ccsc3)sc2c1=O	2%	-12	-14%	-1%	25%	-9	28%	-9%	2%
Cc1cc(C(F)F)n2nc(C(=O)Nc3ccccc3Br)nc2n1	3%	-12	-5%	7%	11%	4	14%	-12%[57.5 µM]	1%
CCCNc1ncnc2onc(C)c12	0%	-7	?	9%&16%	-19%&-6%	-2&8	-3%&7%	-13%	-1%
c1coc(CNc2ncnc3sc4c(c23)CCCCC4)c1	23%	0	-21%	13µM*	?	-6	?	-22%[57.5 µM]	0%
Cc1ccc(N2C(=O)C3CCC(c4ccccc4)CC3C2=O)cc1 (stereo not given)	1%	-9	-1%	11%	?	-5	23%	-60%[inhibitor]	-1%
COc1ccccc1/C=N/NC(=O)CC(=O)NCc1ccccc1	2%	-24	5%	-1%	-19%	-8	-2%	-3%	-13%
CCOC(=O)CCS(=O)(=O)c1ccc(-c2ccc(S(=O)(=O)CCC(=O)OCC)cc2)cc1	-1%	15	4%	0%	15%	7	-2%	-10%[57.5 µM]	1%
CCc1ccc(N2CC(C(=O)N(CC)CC(=O)Nc3c(F)cccc3F)CC2=O)cc1 (stereo not given)	-5%	-10	-9%	-9%	-2%	-5	34%	i	-7%

Random excerpt: 2 compounds from above, in no set order.
SMILES	GLP1R ag	DRD3 antagonist	HEK293 tox	TDP-43 yeast inh	KB-V1 cytotox	D3 ag	GLP1R inv ag	PTHR1 agonist	aSyn rescue
COc1ccccc1/C=N/NC(=O)CC(=O)NCc1ccccc1	2%	-24	5%	-1%	-19%	-8	-2%	-3%	-13%
Cc1ccc(N2C(=O)C3CCC(c4ccccc4)CC3C2=O)cc1 (stereo not given)	1%	-9	-1%	11%	?	-5	23%	-60%[inhibitor]	-1%

Further structures.
SMILES	GLP1R ag	DRD3 antagonist	HEK293 tox	TDP-43 yeast inh	KB-V1 cytotox	D3 ag	GLP1R inv ag	PTHR1 agonist	aSyn rescue
Cc1ccc(Cl)cc1N1CCN(C(=O)Cc2cn(C)c3ccccc23)CC1	6%	28	-28%	?	?	3	?	-10%	29%
C=CCn1c(SC)nccc1=O	14%	21	-1%	-6%	6%	2	1%	-17%	3%
COc1ccc(C(=O)Nc2nc3ccc(S(C)(=O)=O)cc3s2)cc1OC	4%	6	4%	17%	1%	1	42%[activator]	i	-3%
COc1cc(Cl)ccc1S(=O)(=O)n1nc(C)cc1C	-1%	?	5%	-3%	3%	-2	8%	-10%[57.5 µM]	11%
Cc1cccc(NS(=O)(=O)c2cccc(C(=O)NCC3(N4CCCCC4)CCCCC3)c2)c1	-4%	-14	-16%	0%	-4%	-17	?	9%	1%
CCN(C(C)=O)c1cccc2ccccc12	-2%	-16	4%	3%	5%	7	1%	-43%[inhibitor][57.5 µM]	0%
COc1ccc(Cl)cc1NC(=O)CSc1c2c(nc3ccccc13)CCC2	/	/	-2%	-2%	/	4	?	i	/
O=C(NCCS(=O)(=O)N1CCN(c2ccccc2F)CC1)c1ccccc1C(F)(F)F	/	/	3%	13%	/	0	0%	i	/
O=C(COc1ccccc1C(=O)O)Nc1nc2ccc([N+](=O)[O-])cc2s1	1%	12	-17%	-6%	-1%	24	-10%	-49%[inhibitor]	0%
COc1cc(OC)cc(-c2nnc(SCC(=O)c3ccc([N+](=O)[O-])cc3)o2)c1	-6%	/	4%	3%	-22%	0	-1%	i	1%
CCN(CC(=O)Nc1ccc(NC(C)=O)cc1)C(=O)c1ccccc1CCc1ccccc1	4%	-3	?	-7%	?	-22	?	-39%[inhibitor]	1%
CCOc1ccc(C(C)(C)C)cc1S(=O)(=O)N1CC(C)OC(C)C1 (stereo not given)	0%	-20	17%	-8%	-10%	-5	?	i	-2%
COc1cc(CC(=O)Nc2ccc(S(=O)(=O)NC3=NCCCCC3)cc2)cc(OC)c1OC	3%	-7	-4%	4%	11%	2	15%	i	0%
Oc1[nH]c2ccccc2c1C=Nc1ccccc1	0%	0	-16%	12%	9%	3	2%	-12%	-9%
Cc1ccc(CN2CCN(Cc3cn(C)nc3C)CC2CCO)o1 (stereo not given)	7%	-4	-19%	-1%	41%	3	11%	i	0%
Cc1ccc2c(c1)C(=O)C(=O)N2Cc1ccc(Br)cc1	4%	?	?	4%	?	-37	?	-15%	-4%
CCc1ccc(NC(=O)CCn2nc(C)c(S(=O)(=O)N3CCCCC3)c2C)cc1	-1%	-8	-16%&0%	-15%&0%	-16%	-6&-9	?	-42%[inhibitor]	-2%
